Source: PubChem BioAssay (National Center for Advancing Translational Sciences (NCATS))
USP2a inh = inhibitors of human ubiquitin-specific protease USP2a; USP2 core, Ub-CHOP2 coupled fluorogenic reporter, 485/531; 330,000 compounds, 0.01% hits; AID 463254; O75604; Potency, µM (top dose mostly 38.3 µM), for inactives: top-dose activity change, negative = inhibition, usual class: inhibitors;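 further: potency means the concentration at half of the fitted maximal effect; plate controls were DMSO wells for no effect and full inhibition by NEM control for full effect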
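Deubiquitinase activity read as fluorescence (485/531 nm) after Ub-CHOP2 cleavage activates the enterokinase reporter on its substrate; USP2 core 10nM, Ub-CHOP2 and substrate 25nM each, 30min compound preincubation then 60min RT; data normalized to NEM, curves fitted.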
uPA surface inh = cell surface uPA generation inhibition; cell surface uPA generation assay, qHTS; Potency, µM (highest dose often 38.3 µM), for inactives: at the top dose activity change, negative = inhibition, hits mostly inhibitors; 330,000 compounds, 0.31% hits; active means well fitted inhibition curve with a large enough effect; inconclusive means small, poorly fitted or top-dose-only effect; inactive means no such curve, though single readings can be large or run the other way; tested in mouse RAW 264.7 cells; further: potency means the concentration at half of the fitted maximal effect; on the % scale 0 is the no-effect control and ±100 the full control effect; nearly all actives have a fitted effect of over 55% in size
p53 reactivator = restores transcriptional activity of mutant p53. H1299 p53-A138V BP100-luciferase reporter, luminescence, 24 h. AID 504706. Potency, µM (titrated, usually from 92.2 µM), inactives show at the top dose activity change, positive = activation, hits mostly activators. 320,000 compounds, 0.063% hits; further: potency means the concentration at half of the fitted maximal effect; % of control where 0% means no effect; nearly all actives have a fitted effect of over 45% in size
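p53-null H1299 cells stably carrying temperature-sensitive p53-A138V and a BP100-luciferase reporter were pinned with compounds (4-point, 1:5 series) and held 24 hrs at 37 deg C. Luminescence was read 10 min after detection reagent.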
B2AR arrestin = beta2AR (human) beta-arrestin recruitment activity; beta-arrestin recruitment to beta2AR, cell-based reporter; Potency, µM (series often up to 46.1 µM), inactives show top-dose activation, hits mostly activators; 330,000 compounds, 0.02% hits; AID 492947;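 further: potency means the concentration at half of the fitted maximal effect; 0% = DMSO controls and full agonism = EC100 isoproterenol or metaproterenol; nearly all actives have a fitted effect of over 65% in size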
TRPV1 ag = agonists of human vanilloid receptor 1 (TRPV1); TRPV1-expressing cells, Fluo-8 calcium influx, agonist mode; 320,000 compounds, 0.19% hits; activation, % at 8.33 µM; Q8NER1; AID 540275; in the data active means activation above about 80%; inconclusive means between about 30% and that limit; further: 0% is about no effect
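TRPV1-expressing cells were cultured overnight at 35.5C and loaded with Fluo-8 calcium dye for 40 to 90 min at room temperature. After a 10 s baseline, compound was added and calcium influx was read kinetically for 3 min (ex 480/em 520 nm).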
Eya2 phos inh = Eya2 (human) phosphatase inhibition. O00167. recombinant Eya2, OMFP fluorescence dephosphorylation (OMFP is methylfluorescein phosphate). Potency, µM (top dose mostly 76.9 µM), inactives show top-dose activity, negative = inhibition, actives largely listed as inhibitors. 330,000 compounds, 0.006% hits; further: potency means the concentration at half of the fitted maximal effect; on the % scale 0 is the no-effect control and ±100 the full control effect
Target sequence (O00167 whole entry, looked up): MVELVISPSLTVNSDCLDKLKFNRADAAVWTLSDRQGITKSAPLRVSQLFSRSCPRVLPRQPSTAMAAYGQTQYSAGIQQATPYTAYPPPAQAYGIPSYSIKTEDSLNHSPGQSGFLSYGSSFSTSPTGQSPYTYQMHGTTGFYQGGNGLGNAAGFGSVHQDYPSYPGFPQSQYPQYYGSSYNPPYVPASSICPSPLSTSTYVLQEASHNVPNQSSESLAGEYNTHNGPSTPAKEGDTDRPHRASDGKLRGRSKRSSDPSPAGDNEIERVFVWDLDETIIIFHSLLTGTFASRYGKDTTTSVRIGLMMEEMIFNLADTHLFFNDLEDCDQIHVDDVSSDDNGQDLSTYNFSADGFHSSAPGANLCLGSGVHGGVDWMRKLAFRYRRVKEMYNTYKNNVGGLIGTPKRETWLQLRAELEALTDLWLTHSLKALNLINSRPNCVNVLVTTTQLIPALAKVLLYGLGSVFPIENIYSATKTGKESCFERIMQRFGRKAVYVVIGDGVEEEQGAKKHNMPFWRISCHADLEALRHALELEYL
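Eya2 protein (added as 0.2 uM solution) was preincubated with compound for 10 min at ambient temperature in 50 mM HEPES pH 7.5, 50 mM NaCl, 5 uM MgCl2, 0.05% BSA, 1 mM DTT. OMFP (added at 50 uM) then reacted 10 min; fluorescence read at 485/525 nm.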
BRCA1 expr act = increases BRCA1 expression; MCF7-BRCA1-FFLuc reporter, luminescence, 48 h; response scale: scaled: vehicle 0%, 10 µM genistein 100%; 380,000 compounds, 1.1% hits; Potency, µM (titrated, usually from 46.1 µM), inactives show at the highest dose activation, usual class: activators; further: potency means the concentration at half of the fitted maximal effect; nearly all actives have a fitted effect of over 80% in size; some results filed as inactive show a strong effect at the top dose
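Activators of BRCA1 expression were detected as increased firefly luciferase luminescence in engineered MCF7 cells after 48 h compound incubation. Signals were scaled to genistein 10 microM as full activation.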
Integrin act MD = activates integrin-mediated alleviation for muscular dystrophy. Potency, µM (highest dose often 38.3 µM), for inactives: top-dose activation, actives largely listed as activators. alpha7betagal myoblasts, beta-gal FDG fluorescence, 48 h. 350,000 compounds, 0.064% hits. AID 624291;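 further: potency means the concentration at half of the fitted maximal effect; 100% = response of the positive control SU9516; nearly all actives have a fitted effect of over 60% in size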
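alpha7betagal+/- myoblasts (passage 13, 250/well) treated 48 h at 37C with compounds at 1:260 dilution of DMSO stock. Lysed, then beta-galactosidase activity read as FDG fluorescence (ex 480/em 540) after 30 min, with pre-read for autofluorescence.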
PTAP TSG101 blk = blocks PTAP/TSG101 interaction to inhibit HIV-1 budding | Potency, µM (top dose mostly 115 µM), for the others: top-dose activity change, negative = inhibition, hits mostly inhibitors | Fluorescence polarization, FITC-PTAP peptide / Tsg101 binding | 340,000 tested, under 10 active; active means well fitted inhibition curve with a large enough effect in the main read-out, with a control signal flat, not every such curve was filed as active; inconclusive means small, poorly fitted or top-dose-only effect, or effect the other way, or a change in a side signal; inactive means no such curve, though single readings can be large or run the other way; further: potency means the concentration at half of the fitted maximal effect; % of control where 0% means no effect
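Steps: Tsg101 binding domain dispensed (10 uM final), compounds pinned in DMSO, FITC-labeled PTAP-motif peptide added (50 nM final); after 20 min binding at room temperature, polarization measured.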
ELG1 genotox = inducers of genotoxicity in HEK293T ELG1-luciferase cells; HEK293T ELG1-luciferase reporter, luminescence, 16 h; Potency, µM (top dose mostly 46 µM), for inactives: top-dose activity change, positive = activation, usual class: activators; 330,000 compounds, 1.3% hits; AID 504466; further: potency means the concentration at half of the fitted maximal effect; % of control where 0% means no effect; nearly all actives have a fitted effect of over 60% in size
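Luminescence read-out: rising ELG1-luciferase signal, reflecting elevated ELG1 protein under genetic stress, flags genotoxic compounds. Cells were treated for 16 hr at 37 °C before ONE-Glo detection.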
S-ASM inh = human S-ASM enzyme inhibition. P17405. placental ASM, HMU-PC fluorogenic substrate, 60 min. Potency, µM (titrated, usually from 57.5 µM), inactives show at the top dose activity change, negative = inhibition, actives largely listed as inhibitors. 340,000 compounds, 0.006% hits; further: potency means the concentration at half of the fitted maximal effect
Target sequence (P17405 47-631 limits assumed): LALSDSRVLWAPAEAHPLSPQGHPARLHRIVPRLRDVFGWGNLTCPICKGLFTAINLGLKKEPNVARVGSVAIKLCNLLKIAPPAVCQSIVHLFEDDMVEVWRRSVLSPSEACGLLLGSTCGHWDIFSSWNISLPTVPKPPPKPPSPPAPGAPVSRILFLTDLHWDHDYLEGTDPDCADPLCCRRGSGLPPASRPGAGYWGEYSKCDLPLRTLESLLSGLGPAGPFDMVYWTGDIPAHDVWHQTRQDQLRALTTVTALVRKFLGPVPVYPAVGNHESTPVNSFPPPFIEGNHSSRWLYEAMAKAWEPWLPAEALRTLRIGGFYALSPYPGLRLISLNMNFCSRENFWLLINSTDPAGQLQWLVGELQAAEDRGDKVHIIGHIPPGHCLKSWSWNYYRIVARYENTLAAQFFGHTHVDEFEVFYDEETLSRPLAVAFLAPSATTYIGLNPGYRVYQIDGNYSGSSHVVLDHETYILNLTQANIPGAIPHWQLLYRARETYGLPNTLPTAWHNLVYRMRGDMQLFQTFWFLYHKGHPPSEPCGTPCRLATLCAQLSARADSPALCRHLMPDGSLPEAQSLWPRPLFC
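Human placenta-derived ASM preincubated with compound 10 min at room temperature, then reacted with 9 uM (final) fluorogenic HMU-PC substrate for 60 min at 37 C. Stop solution raises pH to 10; fluorescence read at Ex 386/Em 447 nm.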
The depositor's hits bear a star; ? = inconclusive; nt = not tested or not shown; [ ] = another dose, or the depositor's remark. Unless noted, the call rests on the fitted dose curve; in most records, active means well fitted curve in the direction sought with a large enough effect; inconclusive means small, poorly fitted or top-dose-only effect, or another doubt; inactive means no such curve, though single readings can be large; an effect the other way counts as inactive or inconclusive. Rows were taken by chance (roughly 2.6% active in at least one column).

SMILES	USP2a inh	uPA surface inh	p53 reactivator	B2AR arrestin	TRPV1 ag	Eya2 phos inh	BRCA1 expr act	Integrin act MD	PTAP TSG101 blk	ELG1 genotox	S-ASM inh
Cc1cccc(-n2c(SCc3ccc([N+](=O)[O-])cc3)nnc2-c2c[nH]c3ccccc23)c1	1%	-2%	-1%	0.1%	3	9%	-53%	?	-7%	-4%	-1%
CN(C(=O)Nc1ccccc1)C1CCCCC1	2%	6%	10%	-0.3%	7	5%	59%	-6%	-1%	8%	-4%
O=C(COc1ccc(S(=O)(=O)N2CCCC2)cc1Cl)NCc1ccc2c(c1)OCO2	-2%	-1%	-7%	0.0%	-3	-10%	1%	3%	-2%	-11%	2%
C=CCn1c(C)c(C(C)=O)c(N2CCN(c3ccccc3)CC2)nc1=S	-1%	-5%	1%	-0.5%	0	1%	-11%	13%	1%	-1%	-2%
O=c1c2cc(Br)ccc2nc2n1CCCCC2	1%	-2%	5%	-0.2%	0	0%	75%	-4%	-10%	13%	4%
COC(=O)[C@H](C)NC(=O)Nc1ccc(Oc2ccccc2)cc1	1%	4%	-2%	-0.6%	6	11%	9%	6%	-4%	-2%	1%
COc1ccc(CN2CCN(CC3CC3)CC2CCO)c(C)c1C (stereo unspecified)	-1%	2%	nt	-0.7%	2	0%	0%	9%	-11%	-2%	4%
COc1cccc2c1OC1(C)CC2NC(=O)N1c1cccc(C(=O)N2CCN(c3ccccn3)CC2)c1 (stereo unspecified)	nt	-4%	nt	nt	1	nt	11%	-5%	-4%	nt	0%
COc1ccc(C2COC(=O)C2=N)c(NC(=O)c2ccccc2)c1 (stereo unspecified)	3%	0%	-2%	-1.7%	0	-5%	-22%	-11%	-2%	-2%	5%
COc1ccc(OC)c(Nc2nc(NCc3ccco3)c3ccccc3n2)c1	2%	-5%	nt	-0.2%	23	7%	-53%	-42%	-7%	-12%	-16%
CCCn1c(=S)[nH]c2cc(C(=O)N3CCN(c4ccccc4OC)CC3)ccc2c1=O	3%	18%	12%	-0.1%	1	-18%	-45%	-17%	-12%	-8%	-13%
Cc1ccc(Cn2nnc3c(=O)[nH]c(C4CCN(C(=O)Cc5cccs5)CC4)nc32)cc1	-3%	nt	-3%	-1.1%	-2	-18%	-40%	25%	-6%	1%	-14%
O=Cc1nccc2ccccc12	nt	-2%	nt	nt	nt	nt	-49%	-39%[inhibitor]	?	nt	7%
COc1cccc(N2CCN(c3c(C#N)c(C(F)(F)F)nn3C)CC2)c1	1%	9%	-5%	-0.1%	3	-5%	-9%	20%	2%	-17%	-1%
COc1ccc(NC(=O)C/C(C)=N/NC(=O)c2cccs2)c([N+](=O)[O-])c1	-9%	-3%	24%	-0.5%	16	0%	14%	17%	-1%	?	-3%
COc1ccc2oc(C(=O)NC3CCCCC3)c(C)c2c1	1%	1%	16%	0.4%	?	-6%	?	9%	-1%	3.7µM*	1%
Cc1ccccc1NS(=O)(=O)c1cccc2nsnc12	3%	-6%	-6%	0.0%	-2	-2%	2%	?	3%	-3%	7%
CCOc1ccc2[nH]cc(C(=O)NCc3ccc(F)cc3)c(=O)c2c1	0%	?	7%	0.4%	22	-1%	-26%	-29%	-7%	-3%	-1%
Cc1ccc(C(=O)Nc2ccc(C(=O)N3CCCCC3)cc2)cc1	0%	-4%	-1%	0.4%	?	-1%	46%	-8%	-5%	2%	-1%
CCC(=O)Nc1ccc(C(=O)Cn2ncc(Cl)c(Cl)c2=O)cc1	1%	7.9µM*	-13%	0.2%	-6	-21%	-82%	-66%[inhibitor]	-4%	-10%	-1%
COc1cc(OC)cc(C(=O)NC(=S)N2CCN(c3ccc(C(F)(F)F)cc3[N+](=O)[O-])CC2)c1	-2%	-1%	-1%	-0.1%	3	7%	-29%	0%	0%	-5%	-7%
O=C(Nc1ccc2oc(-c3ccccc3F)nc2c1)c1ccccc1F	2%	-2%	nt	-0.3%	4	14%	?	-10%	1%	16%	-6%
Cc1cc(NC(=O)CCC(=O)N(CCC(C)C)CC(=O)NCC2CCCO2)no1 (stereo unspecified)	3%	6%	0%	-0.1%	-1	11%	-11%	13%	-2%	2%	-2%
COc1ccc(NC(=O)CSc2nncs2)cc1S(=O)(=O)N1CCCCC1	2%	3%	7%	-1.2%	nt	1%	-21%	-17%	-2%	0%	4%
CC(C)C(=O)Nc1cccc(COc2ccccc2CN(Cc2ccccc2)C(=O)OC(C)(C)C)c1	nt	-8%	nt	nt	nt	nt	-22%	-1%	-10%	nt	0%
COc1ccccc1N1CCN(C(c2ccccc2Cl)c2nnnn2C(C)(C)C)CC1 (stereo unspecified)	nt	7%	nt	nt	12	nt	-38%	8%	-5%	nt	-4%
O=C(CSc1nnc(-c2ccc(Cl)cc2)n1-c1ccc(Cl)cc1)N/N=C/c1ccco1	1%	0%	-7%	-0.7%	0	1%	-48%	-16%	-6%	-7%	-5%
Cn1nc(C(C)(C)C)cc1NC(=O)Nc1ccc(F)cc1F	0%	1%	-3%	-0.6%	6	-10%	-2%	23%	0%	0%	0%
NNC(=O)CNc1cccc(Cl)c1	10%	-39%	-2%	-0.8%	19	0%	-31%	11%	-1%	0%	4%
C=CCN1C(=O)C(Cc2ccc(OCC)cc2)S/C1=N\N=C\c1cccs1 (stereo unspecified)	0%	7%	1%	-0.2%	-3	-14%	-8%	-3%	-2%	-5%	-17%
CCOC(=O)Cc1csc(NC(=O)NC2(C(F)(F)F)Oc3ccccc3O2)n1	-6%	-11%	?	-0.2%	-2	-16%	13%	-31%	-4%	4%	-3%
CCCc1cc(C(N)=O)c(NC(=O)c2ccco2)s1	-2%	-4%	8%	-0.5%	1	-7%	-27%	2%	-2%	?	37%
N#Cc1ccsc1NC(=O)C1CCCN1S(=O)(=O)c1cccs1 (stereo unspecified)	2%	-6%	-3%	-0.3%	0	7%	-10%	-16%	-7%	-2%	1%
Nc1nc(SCC(=O)NCCCO)nc2sc3c(c12)CCC3	1%	14%	4%	-0.5%	-4	1%	2%	21%	0%	-4%	-1%
COc1ccc(C(=O)Nc2cc(C)nn2-c2nc3ccccc3[nH]2)c(OC)c1	-3%	12%	3%	-0.9%	?	?	-6%	0%	-3%	-17%	-10%
O=[N+]([O-])c1ccc(O)c(CSc2nnnn2-c2ccccc2)c1	1%	-1%	-13%	-0.5%	3	-6%	24%	14%	-1%	-3%	-3%
CCn1c(=N)n(CC(=O)c2cccc(OC)c2)c2ccccc21	0%	1%	21%	0.3%	-2	9%	-8%	-13%	-4%	5%	-2%
O=C(CN1CCOCC1)Nc1cc([N+](=O)[O-])ccc1Cl	2%	1%	3%	-0.1%	1	15%	25%	-9%	-1%	-3%	2%
CCC1(c2ccccc2)NC(=O)N(Cc2cccc([N+](=O)[O-])c2)C1=O (stereo unspecified)	1%	16%	3%	-0.8%	2	11%	-45%	0%	1%	-7%	7%
CCOc1ccccc1C(=O)Nc1ccc(C(=O)c2ccccc2)cc1	1%	-60%	29%	4.0%	-2	-12%	13%	-2%	-3%	13%	-8%
Cc1ccc(NC(=O)CSc2ccccc2NC(=O)c2ccccc2Cl)cc1Cl	4%	-7%	1%	-2.0%	6	0%	-75%	-38%	-6%	-11%	-6%
CCOc1ccc(C(=O)Nc2nncs2)cc1OCC	2%	-3%	-3%	-0.1%	-3	-2%	-2%	21%	-6%	6%	2%
O=C(NCc1ccccc1)c1c[nH]c2cc3c(cc2c1=O)OCCO3	2%	nt	11µM*	-0.6%	1	-11%	?	-13%	-13%	?	3%
CC(NC(=O)CSc1nnc(-c2cc3cc(Cl)ccc3o2)n1C)c1ccccc1 (stereo unspecified)	2%	0%	5%	0.3%	-2	-24%	-6%	8%	-6%	-2%	0%
N#CCCN(/N=C/c1cccnc1)C1=NS(=O)(=O)c2ccccc21	0%	-2%	1%	0.0%	2	18%	-3%	?	-2%	0%	-4%
Cc1ccc(S(=O)(=O)N2CCC(C(=O)NNC(=O)c3ccccc3)CC2)cc1	-2%	?	5%	0.1%	1	-6%	-7%	9%	1%	14%	5%

Quoted at random: 2 records from the list, in no set order.
SMILES	USP2a inh	uPA surface inh	p53 reactivator	B2AR arrestin	TRPV1 ag	Eya2 phos inh	BRCA1 expr act	Integrin act MD	PTAP TSG101 blk	ELG1 genotox	S-ASM inh
Cc1ccc(NC(=O)CSc2ccccc2NC(=O)c2ccccc2Cl)cc1Cl	4%	-7%	1%	-2.0%	6	0%	-75%	-38%	-6%	-11%	-6%
CC(NC(=O)CSc1nnc(-c2cc3cc(Cl)ccc3o2)n1C)c1ccccc1 (stereo unspecified)	2%	0%	5%	0.3%	-2	-24%	-6%	8%	-6%	-2%	0%
